# Screening results deposited in PubChem by several laboratories.
# p47phox inh = inhibitors of human p47phox binding; P14598; p47phox/p22phox peptide binding, fluorescence polarization, 2 h; inhibition, % at 24.7 µM; 220,000 compounds, 0.53% hits; AID 1274;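 active = inhibition above about 30%, limit read from the data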;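 also: 0% = p47phox with labelled peptide and 100% = labelled peptide alone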
# Target sequence (P14598 whole entry, looked up): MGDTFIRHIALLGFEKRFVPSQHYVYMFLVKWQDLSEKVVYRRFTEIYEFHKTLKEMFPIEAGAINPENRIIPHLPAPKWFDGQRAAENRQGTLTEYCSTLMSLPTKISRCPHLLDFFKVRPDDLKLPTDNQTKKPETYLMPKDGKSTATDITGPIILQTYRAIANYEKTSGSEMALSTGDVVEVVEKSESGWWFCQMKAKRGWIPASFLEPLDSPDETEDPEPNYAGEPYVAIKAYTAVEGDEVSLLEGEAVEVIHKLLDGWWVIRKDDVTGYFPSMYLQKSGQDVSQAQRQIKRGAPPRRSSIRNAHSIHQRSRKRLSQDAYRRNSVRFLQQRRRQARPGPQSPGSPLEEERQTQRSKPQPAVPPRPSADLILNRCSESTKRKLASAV
# TNF death inh = blocks TNF-alpha induced death of Jurkat FADD-/- cells; Jurkat FADD-/- TNF necroptosis rescue, ATP luminescence, 24 h; 0 = TNF only, 100 = no-TNF cells; activation (protection from cell death), % at 10 µM; 220,000 compounds, 0.068% hits; AID 463075;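 active = activation, meaning protection from cell death, of at least 50% relative to plate controls; inactive = activation below 50%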;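 also: necroptosis triggered by 40 ng/mL TNF-alpha added together with compound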
# TRPML3 ag = human mucolipin-3 channel agonism | Q8TDD5 | HEK293 TRPML3-YFP, Fluo-8 calcium fluorescence; 100% = the carbachol control signal | activation, % at 3 µM | 220,000 compounds, 0.29% hits | AID 1448;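 active = activation above its plate's cutoff, the mean activation of the plate's test wells plus 3 SD, cut at about 12% in these data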;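 also: 0% = DMSO only wells and 100% = carbachol wells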
#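 Material: TRPML3-YFP stable HEK293 cells | Dosing: One concentration, 3 µM nominal, 0.3% DMSO | Timing: 125 s total fluorescence read per well | Technique: Fluo-8 calcium dye fluorescence, ex 470-495, em 515-575 nm | Measure: Percent activation from peak-to-basal fluorescence ratio, scaled between DMSO and carbachol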
# CHOP inhibitor = inhibitors of CHOP induction in ER stress response; CHO-K1 CHOP-promoter luciferase, tunicamycin-induced, 15-18 h; inhibition, % at 10 µM; 220,000 compounds, 3.8% hits;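 active = compounds that reduced the stress-induced luciferase reporter signal by more than about 70% of percent inhibition, limit read from the data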;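 also: 0% = tunicamycin plus vehicle and 100% = wells without tunicamycin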
# EBV gp42 block = inhibitors of Epstein-Barr virus glycoprotein 42; Q1HVG2; AID 1085; inhibition, % (tested at 21.74 µM); 220,000 compounds, 0.42% hits; Fluorescence polarization binding assay, mP read-out; in the data active = inhibition above about 50%
# MDM2 E3 inh = inhibitors of human Mdm2 E3 ubiquitin ligase; Q00987; cell-based MDM2 ubiquitination luciferase reporter, 2 h; 0 = plate control, 100 = twice control, blank-subtracted; signal enhancement, % at 5 µM; 210,000 compounds, 0.11% hits; AID 1230;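 active = signal enhancement of 30% or more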;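 also: luminescence tracks abundance of the self-degrading MDM2-luciferase fusion protein; higher signal means inhibition of MDM2 E3 ligase activity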
# Target sequence (Q00987 whole entry, looked up, the tested form may be a part): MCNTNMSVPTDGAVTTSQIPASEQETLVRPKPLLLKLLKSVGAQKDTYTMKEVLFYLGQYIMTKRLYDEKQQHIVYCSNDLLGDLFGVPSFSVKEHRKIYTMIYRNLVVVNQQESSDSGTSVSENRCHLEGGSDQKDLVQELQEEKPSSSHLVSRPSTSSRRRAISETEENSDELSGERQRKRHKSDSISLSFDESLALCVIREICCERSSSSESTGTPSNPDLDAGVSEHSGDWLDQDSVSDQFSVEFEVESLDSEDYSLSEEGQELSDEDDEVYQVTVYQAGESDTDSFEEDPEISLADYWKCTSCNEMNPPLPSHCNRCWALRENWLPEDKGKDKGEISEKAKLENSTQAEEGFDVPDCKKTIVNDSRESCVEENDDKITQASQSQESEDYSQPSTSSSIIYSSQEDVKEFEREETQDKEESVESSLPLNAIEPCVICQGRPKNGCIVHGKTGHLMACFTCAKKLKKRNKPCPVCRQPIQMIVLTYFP
#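 Material: Stable MDM2–luciferase fusion reporter cells | Amount: 2000 cells seeded into each well | Dosing: One concentration, 5 µM, with 0.2% DMSO | Incubation: 4 h cell settling then 2 h compound exposure, 37 °C | Measured by: Luciferase luminescence | Read-out basis: % enhancement relative to plate controls after blank subtraction | Benchmarks: Control and blank well means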
# zfTRPN1 agonist = zebrafish TRPN1 (NompC) channel agonism; HEK293 zebrafish TRPN1-YFP, Fluo-8 calcium fluorescence; 100% = response to 87 µM carbachol; activation, % at 3 µM; 220,000 compounds, 0.18% hits;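 active = activation above its plate's cutoff, the mean activation of test wells on that plate plus 3 SD, cut at about 19% in these data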;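 also: 0% = DMSO alone and 100% = 87 µM carbachol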
#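 Assay system: Zebrafish TRPN1-YFP in HEK293 cells | Incubation: Dye loading 1 h at 37 °C, then 30 min room temperature | Measured by: Kinetic Fluo-8 fluorescence, ex 470-495, em 515-575 nm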
# PPC-1+TRAIL kill = PPC-1 cancer cell killing with TRAIL present; AID 1443; cell killing (% activity), % at 4 µM; 220,000 compounds, 0.41% hits; PPC-1 cells + TRAIL, ATPLite viability luminescence;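 active = cell killing above 50% in the first pass at 4 µM, then a duplicate retest at 5 µM averaging 50% or more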;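 also: plate controls were cells with TRAIL plus DMSO for no effect and medium-only wells lacking cells for full effect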
# Runt-SMMHC FRET = blocks binding of human RUNX1 Runt domain to CBFb-SMMHC; Cerulean-Runt/Venus-CBFb-SMMHC FRET ratio 530/480, 1 h; inhibition, % at 20 µM; 220,000 compounds, 0.74% hits; AID 1434; Q01196+Q13951;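 active = mean inhibition across duplicate retests at 20 µM reaching about 50%, limit read from the data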;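 also: 0% = DMSO wells and 100% = wells with excess untagged CBFb-SMMHC; inhibitors lower the FRET ratio by blocking Runt binding to CBFb-SMMHC; some results filed as inactive read as strong as hits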
# Active calls of the source: *; / = no result given.
SMILES,p47phox inh,TNF death inh,TRPML3 ag,CHOP inhibitor,EBV gp42 block,MDM2 E3 inh,zfTRPN1 agonist,PPC-1+TRAIL kill,Runt-SMMHC FRET
CCCc1nc(SCC(=O)Nc2ccc(N3CCOCC3)cc2)c2ccccc2n1,4,1.8,0.0,10,-12,-16,0.2,25,2
Cc1ccc(NS(=O)(=O)c2cc([N+](=O)[O-])ccc2N/N=C/c2sc(N3CCOCC3)nc2-c2ccccc2)c(C)c1,-80,-5.4,1.4,61,-40,-13,2.0,-2,-16
COC(=O)C1=CN(C)C=C(C(=O)OC)C1c1ccc(Cl)cc1Cl,-14,-2.9,-0.1,78*,-13,-16,-0.4,7,61*
CCc1ccccc1NC(=O)CSc1nc2c(c(-c3ccco3)c1C#N)CCCC2,-13,-2.4,0.3,41,-15,-8,0.2,3,-2
COc1cccc(OC)c1C(=O)N1CCN(Cc2ccccc2C(F)(F)F)CC1,-2,-2.5,-0.1,21,0,-4,-0.7,13,-3
Cc1ccc(NC(=O)C2CCN(S(=O)(=O)c3cccc4cccnc34)CC2)nc1,-15,1.1,1.4,38,-20,-8,1.3,-13,-2
CC(C)CCN1CCC(N)=NC1=O,3,0.2,0.4,36,-9,-1,-0.2,13,1
Cc1cccc(C)c1NC(=O)c1ccc([N+](=O)[O-])s1,-1,0.2,-0.5,-14,-2,-17,-0.6,17,-2
CCOc1ccc(Br)cc1S(=O)(=O)Nc1ccc(NC(=O)c2ccccc2C)cc1,-26,3.3,0.7,27,-8,9,1.3,3,1
C=CCNC(=S)Nc1cccc(N)c1,-13,-0.6,1.0,6,-8,-15,-0.2,21,-9
O=C(Cc1ccc(Br)c2ccccc12)N/N=C/c1ccccn1,-5,-1.5,1.8,18,5,-15,4.3,/,0
S=C(Nc1ccc(Cl)cc1Cl)N1CCCCC1,-1,0.6,0.7,19,-10,3,-1.4,30,1
Cc1cc(CN(C)C)c(O)c(C2(C)CCCCC2)c1,-9,-0.6,-0.6,51,-2,-13,0.0,16,0
O=[N+]([O-])c1ccc(Cl)c2c1C1C=CCC1C(c1ccccn1)N2 (configuration not stated),0,-1.2,-0.1,47,-5,5,-2.4,6,-14
Cc1csc(SCC(=O)NC(=O)Cc2ccccc2)n1,-7,2.7,-0.5,2,-20,-5,-0.7,5,-3
O=C1CCOc2cc(OCc3ccccc3)ccc21,-7,-1.9,0.2,23,-12,/,-0.1,15,4
Cc1ccc2ccc(C(Nc3cccc(C(F)(F)F)c3)c3cccnc3)c(O)c2n1 (configuration not stated),-2,2.1,0.2,-4,-1,1,-0.1,13,2
COc1cc(CN(C)CCc2ccccc2)ccc1OCc1ccccc1,-9,-1.8,0.3,16,-14,-1,-0.5,2,-1
FC(F)(F)COc1nc(N2CCOCC2)nc(N(c2ccccc2)c2ccccc2)n1,14,0.0,0.7,-6,-2,-19,-0.9,16,-5
CCOC(=O)Cc1nc(-c2cccc(C(F)(F)F)c2)no1,1,0.9,1.1,6,-8,11,0.5,-6,0
O=C(CSc1nc2ccccc2c(=O)[nH]1)N1CCCCC1,-3,0.2,-0.3,-27,6,-15,-2.2,24,-3
O=C(NC(=S)Nc1ccc(Cl)cn1)C12CC3CC(CC(C3)C1)C2,-4,2.6,1.1,-40,-11,-2,-1.2,3,3
CCOC(=O)c1c(-c2cccc([N+](=O)[O-])c2)csc1NC(=O)CCCOc1ccccc1,-29,1.0,0.9,-2,-2,0,0.7,9,-4
CCOC(Cn1cc(C)c(=O)[nH]c1=O)OCC,12,1.6,1.0,-12,-6,-10,-0.6,23,-4
Cc1cccc(NC(=O)/C(C#N)=C\c2cn(CC(=O)O)c3ccccc23)c1,-19,0.3,1.0,1,-7,-11,1.9,8,37
C#Cc1ccc([C@@H]2C=C(C(=O)Nc3ccccc3)O[C@H](OCC)[C@H]2CCCO)cc1,/,1.0,0.0,14,-13,/,-0.7,21,-6
CN(C)C(=O)Cn1cnc2c(cnn2-c2ccccc2Cl)c1=O,-7,-1.9,0.9,89*,-3,-7,1.3,1,4
OC1CCCN(CC(O)c2ccccc2)C1 (configuration not stated),9,0.1,1.3,-19,0,0,-0.3,/,-4
Cc1ccc(N2CN(Cc3ccco3)CNC2=S)cc1,2,0.6,0.3,7,-4,-10,2.3,8,1
Cc1cnc(NC(=O)c2nn(C)cc2[N+](=O)[O-])s1,4,-1.1,0.1,-13,2,-27,0.1,33,-4
CC(NC(=S)Nc1c(Cl)cccc1OC(F)F)C(C)(C)C (configuration not stated),-5,1.7,1.2,7,-5,-12,2.6,6,-1
Cc1ccc(NC(=O)C2CC(=O)N/C(=N/N=C/c3ccco3)S2)cc1 (configuration not stated),-12,0.6,0.9,28,6,-16,-0.1,8,1
N#Cc1ncc(Cl)c2ccccc12,5,-1.0,0.6,3,-5,3,-0.4,3,3
C=CCN1C=C2C(=O)C(C)(OC(=O)CCc3ccccc3)C(=O)C=C2C=C1c1ccc(C#N)cc1 (configuration not stated),-12,0.0,/,-5,-3,17,/,-2,6
Cc1cc(OCC(=O)NCC(C)C)cc(C)c1Br,-41,0.8,-0.2,27,-10,-10,-1.9,18,-6
CS(=O)(=O)Nc1ccccc1C(=O)Nc1ccccc1Cl,6,-1.5,1.6,6,-17,-1,0.2,10,3
COc1ccc(C(=O)NC(=S)NNC(=O)c2ccc3ccccc3n2)cc1,-7,1.0,-1.3,42,-9,-3,-0.3,14,-12
CCC(C)c1ccc(NC(=O)C/C(C)=N/NC(=O)c2cnccn2)cc1 (configuration not stated),-1,2.5,0.4,16,-1,-6,-1.5,22,3
CC(C)(C)c1ccccc1NC(=O)c1ccc2c(c1)SC1=NS(=O)(=O)CCN12,-12,-4.6,0.9,4,-7,-11,0.4,6,-2
COCCn1nnnc1C(c1ccccn1)N1CCN(c2cc(C)ccc2C)CC1 (configuration not stated),-2,-3.3,0.7,14,-6,-16,0.2,20,2
COc1ccc(Oc2coc3c(CN4CCOCC4)c(O)ccc3c2=O)cc1,-4,-0.4,0.7,0,-22,4,1.9,15,-2
Cc1ccc(C(=O)COc2ccccc2C(=O)Nc2ccccc2)cc1,-13,-2.2,0.1,51,-1,-8,0.6,1,2
C/C(=N\OC(=O)c1ccccc1F)c1nccs1,1,-2.6,0.7,12,1,-7,0.8,-10,1
O=C(CSc1nc2cccnc2n1Cc1ccccc1)N1CCCC1,-22,-0.8,0.1,21,14,-9,0.6,-3,-1
CCN(c1ccccc1)S(=O)(=O)c1ccc(F)cc1C,-7,-1.6,24*,23,-7,-28,-1.9,-13,2
O=C(Nc1ccccc1)Nc1nnc(SCc2ccc(Cl)cc2)s1,-6,1.5,0.3,90*,-8,-12,-0.5,16,-19
COc1ccc(-c2nc3c4ccccc4ccn3c2CN2CCOCC2)cc1OC,-4,-0.4,0.2,-22,-3,-6,-0.9,20,0
COC(=O)[C@@H](NC(=O)Nc1ccc(C(C)=O)cc1)C(C)C,4,-0.4,-1.0,-2,-12,-4,-0.7,20,3

# Arranged by length of the SMILES (low to high): part of the list above.
SMILES,p47phox inh,TNF death inh,TRPML3 ag,CHOP inhibitor,EBV gp42 block,MDM2 E3 inh,zfTRPN1 agonist,PPC-1+TRAIL kill,Runt-SMMHC FRET
C/C(=N\OC(=O)c1ccccc1F)c1nccs1,1,-2.6,0.7,12,1,-7,0.8,-10,1
COc1ccc(Oc2coc3c(CN4CCOCC4)c(O)ccc3c2=O)cc1,-4,-0.4,0.7,0,-22,4,1.9,15,-2
COc1ccc(C(=O)NC(=S)NNC(=O)c2ccc3ccccc3n2)cc1,-7,1.0,-1.3,42,-9,-3,-0.3,14,-12

# Reprinted at random: 4 compounds from above, in no set order.
SMILES,p47phox inh,TNF death inh,TRPML3 ag,CHOP inhibitor,EBV gp42 block,MDM2 E3 inh,zfTRPN1 agonist,PPC-1+TRAIL kill,Runt-SMMHC FRET
CCC(C)c1ccc(NC(=O)C/C(C)=N/NC(=O)c2cnccn2)cc1 (configuration not stated),-1,2.5,0.4,16,-1,-6,-1.5,22,3
COc1ccc(Oc2coc3c(CN4CCOCC4)c(O)ccc3c2=O)cc1,-4,-0.4,0.7,0,-22,4,1.9,15,-2
COc1ccc(-c2nc3c4ccccc4ccn3c2CN2CCOCC2)cc1OC,-4,-0.4,0.2,-22,-3,-6,-0.9,20,0
CC(C)(C)c1ccccc1NC(=O)c1ccc2c(c1)SC1=NS(=O)(=O)CCN12,-12,-4.6,0.9,4,-7,-11,0.4,6,-2

# (listing goes on)
SMILES,p47phox inh,TNF death inh,TRPML3 ag,CHOP inhibitor,EBV gp42 block,MDM2 E3 inh,zfTRPN1 agonist,PPC-1+TRAIL kill,Runt-SMMHC FRET
O=C(CNC(=O)C(c1ccccc1)c1ccccc1)OCc1ccccc1,-2,0.7,-0.5,28,2,-1,-1.9,30,2
CCSc1nnc(NC(=O)NC2CCCCC2)s1,1,3.5,0.2,-26,1,-6,-0.9,14,1
O=C(NCCCN1CCOCC1)C(=O)N/N=C/c1cccc2ccccc12,1,-7.0,0.0,45,-1,-14,0.2,10,-2
COc1ccc2[nH]c3c4c(ccc3c2c1)C(=O)C=CC4=O,31*,-29,-1.0,89*,-9,32*,-3.0,18,24
CCOC(=O)N1CCN(C(=O)C2CC(c3ccccc3OC)=NO2)CC1 (configuration not stated),-2,-1.7,-0.3,-14,-7,-6,0.6,-2,2
COc1cc(/C=N/NC2=NCCCCC2)ccc1O,-5,0.8,1.2,10,-9,-10,0.3,8,7
CSc1nnc(C)c(=O)n1COC(=O)/C=C/c1ccc2c(c1)OCO2,-111,-1.3,1.8,2,-11,-5,2.8,16,-3
CN1CCN(CCCNC(=O)c2ccc(/C=C3\Sc4ccccc4N(Cc4ccccc4F)C3=O)cc2)CC1,86*,0.5,0.7,-32,-1,-6,1.8,10,28
Cc1cc(C)c(S(=O)(=O)c2ccccc2C)c(Oc2ccccc2)n1,-10,-2.9,11,11,-13,-6,-1.5,9,-4
CCc1cccc(C)c1NC(=O)C1CN(S(=O)(=O)c2ccccc2)CCN1S(=O)(=O)c1ccccc1 (configuration not stated),-11,0.3,-0.6,52,-3,2,-1.7,25,3
